KAT2A inh = qHTS Assay for Inhibitors of GCN5L2; Histone acetyltransferase KAT2A (Homo sapiens), Q92830; GCN5L2 HAT assay, ThioGlo1 CoA-SH fluorescence; Potency, µM (top dose mostly 58.9 µM), for inactives: at the top dose activity change, negative = inhibition, usual class: inhibitors; hit rate 0.21% among 390,000; AID 504327, 2011
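GCN5L2 (20 nM) in 50mM HEPES pH 7.5, 0.1mM EDTA, 0.01% Tween-20 preincubated 15 min with compounds at room temperature. Reaction started with H3(1-25) 75uM, acetyl-CoA 70uM, ThioGlo1 50uM; CoA-thiol fluorescence (Ex340/Em540) read at 0 and 20 min.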
TDP1 block = qHTS Assay for Inhibitors of Tyrosyl-DNA Phosphodiesterase (TDP1); Potency, µM (doses to about 130 µM), without a hit: at the top dose activity change, negative = inhibition, hits mostly inhibitors; hit rate 0.28% among 350,000; recombinant TDP1, AlphaScreen DNA substrate cleavage; Tyrosyl-DNA phosphodiesterase 1 (Homo sapiens), Q9NUW8; note: nearly all actives have a fitted effect of over 40% in size
Target sequence (Q9NUW8 whole entry, looked up): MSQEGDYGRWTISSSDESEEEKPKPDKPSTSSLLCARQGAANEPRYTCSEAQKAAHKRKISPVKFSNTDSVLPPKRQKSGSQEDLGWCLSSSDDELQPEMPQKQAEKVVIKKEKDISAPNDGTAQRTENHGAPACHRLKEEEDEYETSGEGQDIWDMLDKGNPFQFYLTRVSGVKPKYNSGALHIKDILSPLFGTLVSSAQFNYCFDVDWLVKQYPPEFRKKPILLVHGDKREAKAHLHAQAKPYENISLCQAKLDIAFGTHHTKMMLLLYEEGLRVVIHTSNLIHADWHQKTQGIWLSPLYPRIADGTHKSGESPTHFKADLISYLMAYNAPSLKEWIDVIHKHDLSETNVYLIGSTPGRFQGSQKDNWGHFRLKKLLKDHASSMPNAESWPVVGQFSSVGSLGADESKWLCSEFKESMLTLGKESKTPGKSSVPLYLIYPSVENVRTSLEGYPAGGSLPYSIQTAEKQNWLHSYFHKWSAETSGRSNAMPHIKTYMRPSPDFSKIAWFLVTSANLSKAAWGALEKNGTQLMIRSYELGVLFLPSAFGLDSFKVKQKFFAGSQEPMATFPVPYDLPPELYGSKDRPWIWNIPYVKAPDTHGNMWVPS
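Signal: AlphaScreen proximity between streptavidin donor and anti-FITC acceptor beads on intact substrate. Reaction: Tdp1 1 nM, substrate 15 nM final, 5 min RT after 15 min compound preincubation.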
TDP1 cell noCPT = qHTS for Inhibitors of human tyrosyl-DNA phosphodiesterase 1 (TDP1): qHTS in cells in absence of CPT. DT40 Tdp1-/- hTDP1 cells, no CPT, ATP luminescence, 48 h. Potency, µM (series often up to 46.2 µM), without a hit: top-dose activity change, negative = growth inhibition, usual class: inhibitors. hit rate 15% among 420,000. AID 686978, 2013; note: nearly all actives have a fitted effect of over 55% in size
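A cellular qHTS used chicken DT40 cells lacking endogenous Tdp1 but carrying stably transfected human TDP1. Compounds were applied without camptothecin, and cell growth kinetics were judged by ATP-dependent luminescence after ≥48 hr.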
Starred values were filed as active, the others as inactive; ? = inconclusive; . = no result given; & = joins results of further samples; [ ] = another dose, or the depositor's remark. Calls come from the whole dose curve; as a rule, active = well fitted curve in the direction sought with a large enough effect; inconclusive = small, poorly fitted or top-dose-only effect, or another doubt; inactive = no such curve, though single readings can be large; an effect the other way counts as inactive or inconclusive. % is set by controls: 0 for no effect and ±100 for the full control effect; potency is the fitted concentration of half-maximal effect. Not all compounds are listed. The share of hits here may be higher or lower than overall.

molecule,KAT2A inh,TDP1 block,TDP1 cell noCPT
CCN(CC)S(=O)(=O)c1ccc(-c2nnc(SCC(=O)N3CCc4ccccc43)o2)cc1,-3%,-5%,?
CNC(=O)[C@@]1(C)C=C[C@@H](Cc2ccccc2)N1C(=O)OC,-2%,-1%&4%,-29%
O=C(Nc1ccc(Oc2ccc(Br)cc2)cc1)C1=CC=CN2CCS(=O)(=O)N=C12,1%,-1%,-4%
CCOc1ccc(OCC)c(NC(=O)c2cc(S(=O)(=O)N3CCCC3)cn2C)c1,-12%,0%,?
Cc1sc2nc(CSCC(=O)NC3CCCCC3)[nH]c(=O)c2c1C,-13%,2%,?
CC1CC(C)CN(CC(C)(C)NS(=O)(=O)c2ccccc2)C1 (stereo unspecified),0%,-1%,-27%
CCCC1=Nc2cc(C(=O)NC3CCCC3)ccc2Sc2ccc(C)cc21,-12%,0%,1µM*
O=C1C(=O)N(CCCn2ccnc2)C(c2ccc(Br)cc2)/C1=C(\O)c1ccc2c(c1)OCCO2 (stereo unspecified),?,1%,24%
COc1ccc2nc(SCc3nc(N)nc(Nc4ccccc4)n3)[nH]c2c1,-4%,6%,16µM*
Cn1c(COc2ccc(Cl)cc2)nnc1SCC(=O)NC1CC1,-12%,0%,9%
COc1cccc(-c2ccc3c(N)c(C(=O)c4ccc(Br)cc4)sc3n2)c1,-3%,.,15µM*
COCCOC1CCN(C(=O)C2CCC(=O)N(CCc3cccc(F)c3)C2)CC1 (stereo unspecified),-3%,4%,-10%
Nc1ncc(S(=O)(=O)N2CCN(c3ccccc3)CC2)cn1,-12%,-4%,-14%
CSc1ccc(C(=O)C2CCCN(C(=O)c3nonc3C)C2)cc1 (stereo unspecified),-8%,-5%,-86%
COc1ccc(C(=O)OCC(=O)NC2CC2)cc1S(=O)(=O)Nc1ccc(C)cc1,-5%,2%,-29%
COc1ccccc1C(=O)NCCC(=O)NCC(c1ccccc1)N(C)C (stereo unspecified),-8%,6%,15%
COC(=O)c1c(N)c2ccccc2[nH]c1=O,-12%,6%,-7%
COc1ccc([N+](=O)[O-])cc1NC(=O)c1cccnc1,-2%,.,-7%
COc1ccc(CCNS(=O)(=O)c2ccc3c(c2)OCCO3)cc1OC,-5%,7%,-23%
CCCn1c(SC(C(=O)Nc2cccc(OC)c2)c2ccccc2)nc2ccccc2c1=O (stereo unspecified),0%,-2%,-12%
COc1ccc(CC(=O)OCC(=O)N(CC(C)C)c2c(N)n(Cc3ccccc3)c(=O)[nH]c2=O)cc1,-1%,.,-26%
O=C(c1cccs1)N(Cc1ccccn1)Cc1ccco1,-3%,6%,-18%
CC(CCCc1ccccc1)NC(=O)c1nn(-c2ccc(Cl)cc2)nc1CO (stereo unspecified),-5%,-2%,21µM*
N#Cc1c(N)n(CCNC(=O)c2cccs2)c2nc3ccccc3nc12,-4%,7%,?
Fc1ccc(-n2nnc(-c3ccnc4ccccc34)n2)cc1,-1%,3%,-14%
Cc1nc(CNS(=O)(=O)c2cc(C)c(C)cc2C)cs1,-2%,-3%,?
O=c1[nH]cnc2c([N+](=O)[O-])cccc12,13%,4%,2%
O=C(Cn1cc(C(=O)c2ccco2)c2ccccc21)NC1CCCCC1,-5%,5%,?
CC(OC(=O)c1c2c(nc3ccccc13)/C(=C\c1ccc3c(c1)OCO3)CCC2)C(=O)Nc1ccc(S(N)(=O)=O)cc1 (stereo unspecified),-14%,-3%,18µM*
O=C(COc1ccccc1)N=C1SC2CS(=O)(=O)CC2N1c1ccccc1F (stereo unspecified),-4%,0%,24%

An excerpt of these results, with values under each structure:
Results follow in this order: KAT2A inh | TDP1 block | TDP1 cell noCPT
- CCN(CC)S(=O)(=O)c1ccc(-c2nnc(SCC(=O)N3CCc4ccccc43)o2)cc1
    -3% | -5% | ?
- CNC(=O)[C@@]1(C)C=C[C@@H](Cc2ccccc2)N1C(=O)OC
    -2% | -1%&4% | -29%
- O=C(Nc1ccc(Oc2ccc(Br)cc2)cc1)C1=CC=CN2CCS(=O)(=O)N=C12
    1% | -1% | -4%
- CCOc1ccc(OCC)c(NC(=O)c2cc(S(=O)(=O)N3CCCC3)cn2C)c1
    -12% | 0% | ?
- Cc1sc2nc(CSCC(=O)NC3CCCCC3)[nH]c(=O)c2c1C
    -13% | 2% | ?
- CC1CC(C)CN(CC(C)(C)NS(=O)(=O)c2ccccc2)C1 (stereo unspecified)
    0% | -1% | -27%
- CCCC1=Nc2cc(C(=O)NC3CCCC3)ccc2Sc2ccc(C)cc21
    -12% | 0% | 1µM*
- O=C1C(=O)N(CCCn2ccnc2)C(c2ccc(Br)cc2)/C1=C(\O)c1ccc2c(c1)OCCO2 (stereo unspecified)
    ? | 1% | 24%
- COc1ccc2nc(SCc3nc(N)nc(Nc4ccccc4)n3)[nH]c2c1
    -4% | 6% | 16µM*
- Cn1c(COc2ccc(Cl)cc2)nnc1SCC(=O)NC1CC1
    -12% | 0% | 9%
- COc1cccc(-c2ccc3c(N)c(C(=O)c4ccc(Br)cc4)sc3n2)c1
    -3% | . | 15µM*
- COCCOC1CCN(C(=O)C2CCC(=O)N(CCc3cccc(F)c3)C2)CC1 (stereo unspecified)
    -3% | 4% | -10%
- Nc1ncc(S(=O)(=O)N2CCN(c3ccccc3)CC2)cn1
    -12% | -4% | -14%
- CSc1ccc(C(=O)C2CCCN(C(=O)c3nonc3C)C2)cc1 (stereo unspecified)
    -8% | -5% | -86%

Later entries.
molecule,KAT2A inh,TDP1 block,TDP1 cell noCPT
COC(=O)[C@@]1(Cc2ccccc2)[C@H]2C(=O)N(C)C(=O)[C@H]2[C@H]2CN=C(SCC(=O)c3ccccc3)N21,0%,0%[56.1 µM],?
COc1ccc(/C=C/C(=O)O)cc1S(=O)(=O)NC1CCS(=O)(=O)C1 (stereo unspecified),2%,50µM*,-3%
CCOCCCNC(=O)c1cc2c(=O)n3ccccc3nc2s1,?,-1%,?
CCOC(=O)c1c(-c2ccccc2)oc2ccc(OCC(N)=O)cc12,-2%,.,?
CCOc1cccc(C(=O)Nc2ccc3oc(-c4ccncc4)nc3c2)c1,-4%,3%[2.28 µM],?
O=C(NCCCN1CCOCC1)c1cc(-c2ccc(Br)cc2)on1,-9%,5%,-28%
CCCCCC(=O)Nc1cccc(C2=NOC3(C2)C[C@@H](C(N)=O)N(C(=O)c2ccc(Cl)cc2)C3)c1 (stereo partly specified),-1%,4%,?
COc1ccc(-c2noc(CCCC(=O)NCC3CCCO3)n2)cc1 (stereo unspecified),0%,.,?
COc1ccccc1CN(C)C(=O)C(NC(=O)Cc1cccc2ccccc12)C(C)C (stereo unspecified),0%,-1%,23µM*
Cc1nnc(NC(=O)CSc2nc3c([nH]c4ccccc43)c(=O)n2-c2ccccc2)s1,-2%,8%,-14%
Cc1nn(-c2ccccc2)c(Cl)c1/C=N/NC(=O)c1ccccc1F,-1%,3%,?
Cc1cc(C)c(NC(=O)COC(=O)C23CC4CC(CC(O)(C4)C2)C3)c(Cl)c1,-14%,0%,-18%
COC(CNC(=O)c1ccc2nc(-c3ccccc3)c(-c3ccccc3)nc2c1)OC,-2%,7%,12µM*
C=CCOCCN(CC)CC,-5%,3%,6%
CC(C)C(=O)N[C@@H]1c2ccccc2CC[C@H]1OCc1ccccc1,-16%,-1%[56.1 µM],1%
C=CCn1c(Sc2nncn2C)nc2c1c(=O)[nH]c(=O)n2C,-5%,0%,0%
CCN1CCN(c2nc(-c3ccccn3)nc3ccccc23)CC1,?,6%,21µM*
Cc1ccccc1CN1C[C@@H]2C[C@@H](c3cnc(N4CCOCC4)s3)N3CCC[C@@]23C1=O,-2%,1%,-2%
Cc1oc(S(=O)(=O)N2CCCC2)cc1C(=O)Nc1ccc(F)cc1,-5%,-1%,?
O=C(O)c1ccc(OCC(O)Cn2cnc3ccccc32)cc1 (stereo unspecified),.,1%,4%
Cc1ccc(C2(c3noc(CN(C)Cc4cnn(C)c4)n3)CCCC2)cc1,-3%,8%,?
Cc1ccc(N(CC2CO2)S(=O)(=O)c2ccc([N+](=O)[O-])cc2)cc1 (stereo unspecified),2%,14%,-28%
CC1(C)CC(NC(=O)c2ccncc2)CC(C)(C)N1O,2%,2%,-2%
O=C(C1CCCN(S(=O)(=O)c2ccc(Br)s2)C1)N1CCCCCC1 (stereo unspecified),.,-4%,15µM*
CCOCCCNC(=O)CCC(=O)NNc1nc2ccccc2c2nc(C)nn12,-9%&-3%,3%&5%,-23%&-15%
C/C(=N\NC(=O)c1cccc(S(=O)(=O)N2CCCC2)c1)c1cccs1,?,-7%,-30%
CCc1ccc(NC(=O)CC2S/C(=N/N=C3CCCCCC3)NC2=O)cc1 (stereo unspecified),2%,3%,?
O=C(COC(=O)C1CCC1)Nc1ncc(Cl)cc1Cl,-14%,.,-10%
CC1=C(C#N)C(=O)N(C)C(C)(C)C1,-5%,3%,-19%
CC(C)(C)c1ccc(S(=O)(=O)N(CCCN2CCOCC2)Cc2cccs2)cc1,-12%,0%,16µM*
COC(=O)c1c(C(=O)OC)c(-c2cccc(Cl)c2)n2c1CS(=O)(=O)C2,-12%,.,-24%
O=C1CN(S(=O)(=O)c2ccc(F)cc2)c2ccccc2N1,-7%,.,-1%
O=S(=O)(NCc1cn2ccsc2n1)c1cccs1,3%,9%,-15%
Cc1cccc(NC(=O)c2ccccc2OCC(=O)N2CCCC2)c1C,-11%,6%,.
CCCCc1nn2c(=O)cc(COC(=O)c3ccc4c(c3)OCO4)nc2s1,-4%,7%,-2%
CCCCCCc1c(O)nc(SCCN(C)C)[nH]c1=O,1%,.,2%
COc1ccccc1N1CCN(c2ccc(Cl)nn2)CC1,1%,6%,4%
CCOC(=O)C1CCN(c2cc(C)nc3ccc(OC)cc23)CC1,-7%,2%,16µM*
Nc1cc(Cl)ccc1N1CCOCC1,-5%,6%,-11%
Cc1nn(C)c(C)c1NS(=O)(=O)c1ccc(N2CCCC2=O)cc1,19%,-3%,16µM*
CC(NC(=O)COc1ccc(-c2nnco2)cc1)c1ccc(Cl)cc1Cl (stereo unspecified),-3%,3%,?
CCC(C)(C(=O)NC1CCCCC1)N(C(=O)C1CCC(=O)N1)c1ccc(C)cc1 (stereo unspecified),1%,7%,-12%
O=[N+]([O-])c1cccc(C(=S)N2CCCC2)c1,-2%,1%,-18%
COCCCNC(=O)Cn1c(=O)n(-c2ccc(C)c(C)c2)c(=O)c2c3c(sc21)CCCCC3,2%,-2%,-17%
COC(=O)C1=C(C)N=C2SC(C)C(=O)N2C1c1cccs1 (stereo unspecified),-7%,0%,-23%
CCOC(=O)C(C)Sc1cnccn1 (stereo unspecified),1%,.,4%
CCO[C@@H]1OC(C(=O)Nc2ccccc2)=C[C@H](c2ccc(C(F)(F)F)cc2)[C@H]1CCCO,-5%,3%,?
NC(=O)c1cc([N+](=O)[O-])c(Cl)cc1NCc1cccnc1,-6%,1%,?
COC(=O)[C@@H]1C[C@]2(OC(=O)c3ccccc3)C=CC(=O)C[C@@H]2N1C(=O)OCc1ccccc1,-6%,7%,7.3µM*
CCOc1ccccc1NC(=O)c1nnn(CC(=O)Nc2ccc(OC)c(OC)c2)c1N,-4%,6%,3%
COc1ccccc1NC(=O)CCC(=O)OCc1ccc(Cl)cc1,0%,3%,13%
COc1ccc2c(c1OC)C(=O)N(c1ccc(OCc3ccccc3)cc1)C2=O,-12%,.,-2%
CCCOc1ccc(C(=O)c2nc3c(n2O)CCCC3)cc1,-7%,9%,-21%
COc1ccc(CCNC(=O)CSc2ccc(-c3ccccc3)nn2)cc1,-6%,1%,.
O=C1CN(C(=O)CSc2nc3cc(Cl)ccc3c(=O)n2Cc2ccccc2)c2ccccc2N1,-15%,3%,?
NC(=O)c1nnsc1Sc1c(C(N)=O)nnn1-c1cccc(N)c1,-1%,-3%,-2%
NC(=O)C1CCN(CC(=O)N2c3ccccc3CCc3ccccc32)CC1,3%,0%,-10%
CCOC(=O)N1CCC(NC(=O)c2sc(-n3cccc3)nc2C)CC1,-1%,-1%,-17%
COc1ccc(N2CCC(CNC(=O)Nc3ccc(Cl)cc3)C2)cc1 (stereo unspecified),3%,7%,18µM*
